Bioassay records: PubChem, National Center for Advancing Translational Sciences (NCATS)
LmPK inh: inhibitors of Leishmania mexicana pyruvate kinase; Q27686; purified LmPK, Kinase-Glo ATP luminescence, 1 h; Potency, µM (titrated, usually from 57.5 µM), for inactives: top-dose activity change, negative = inhibition, actives largely listed as inhibitors; 0.37% of 290,000 active; note: potency is the fitted concentration of half-maximal effect; % is set by controls: 0 for no effect and ±100 for the full control effect
Target sequence (Q27686 whole entry, looked up): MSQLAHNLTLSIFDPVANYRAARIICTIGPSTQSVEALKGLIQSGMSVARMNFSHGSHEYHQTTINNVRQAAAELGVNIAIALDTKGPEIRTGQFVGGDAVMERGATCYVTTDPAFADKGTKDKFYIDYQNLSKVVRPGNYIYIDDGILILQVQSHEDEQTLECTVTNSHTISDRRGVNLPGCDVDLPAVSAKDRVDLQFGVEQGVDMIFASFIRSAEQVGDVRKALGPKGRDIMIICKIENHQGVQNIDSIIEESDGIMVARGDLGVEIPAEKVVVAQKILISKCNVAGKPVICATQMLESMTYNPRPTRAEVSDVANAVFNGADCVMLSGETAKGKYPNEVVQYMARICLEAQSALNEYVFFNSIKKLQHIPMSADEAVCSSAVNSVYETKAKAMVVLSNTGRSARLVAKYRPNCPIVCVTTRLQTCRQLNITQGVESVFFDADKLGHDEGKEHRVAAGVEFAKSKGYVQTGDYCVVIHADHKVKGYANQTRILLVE
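Pyruvate kinase activity monitored as ATP production (luciferase luminescence). Conditions: 0.1 nM enzyme, 0.5 mM PEP, 0.1 mM ADP, 1 h, RT; normalized against uninhibited and no-enzyme wells.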
Tb PYK inh: inhibitors of Trypanosoma brucei pyruvate kinase; Potency, µM (highest dose often 76.8 µM), for the others: at the highest dose activity, negative = inhibition, most hits filed as inhibitors; AID 624173; TbPYK enzyme, Kinase-Glo Plus ATP luminescence, 45 min; 0.12% of 410,000 active; Q57TT1; note: potency is the fitted concentration of half-maximal effect; % is set by controls: 0 for no effect and ±100 for the full control effect; nearly all actives have a fitted effect of over 50% in size
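Screened from lowest to highest concentration, compounds were pinned into TbPYK/substrate mixtures, and ADP (130 uM final) was added. Plates sat at room temperature for 45 min prior to Kinase-Glo Plus detection by luminescence.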
Shiga inhibitor: Shiga toxin inhibition | Vero cells, Shiga toxin protein synthesis inhibition reporter | inhibition, % at 38.7 µM | 9.2% of 290,000 active; in the data active = inhibition mostly above about 28%, no sharp cut-off; inactive = mostly below about 43%; note: 0% is about no effect
Cycloheximide cs: affects cycloheximide protein synthesis inhibition readout, counter-screen | cell reporter, cycloheximide protein synthesis inhibition counterscreen | 12% of 300,000 active | max response, %; in the data active = max response mostly above about 13%, no sharp cut-off; inactive = mostly below about 14%; note: read at 38.3 µM for the half of the compounds with a filed dose; 0% is about no effect
Pf growth 96h: P. falciparum growth inhibition at 96 hour, primary screen for plastid delayed-death inhibitors; 6.9% of 320,000 active; AID 504834; P. falciparum luciferase reporter growth, 96 h; Potency, µM (titrated, usually from 28.7 µM), without a hit: at the highest dose activity change, negative = inhibition, actives largely listed as inhibitors; note: potency is the fitted concentration of half-maximal effect; % is set by controls: 0 for no effect and ±100 for the full control effect
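Plates of compound plus infected erythrocytes (2% hematocrit, 0.05% parasitemia final) incubate 96 hours, 37 C, 5% CO2. Detection reagent added; reduced luminescence from the parasites' luciferase reporter flags inhibition.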
AmpC no deterg: blocks E. coli AmpC beta-lactamase in detergent-free assay; AmpC nitrocefin hydrolysis, absorbance 480 nm, 0.0001% Triton; 0.52% of 330,000 active; P00811; AID 485341; Potency, µM (top dose mostly 57.1 µM), without a hit: at the top dose activity change, negative = inhibition, most hits filed as inhibitors;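 note: potency is the fitted concentration of half-maximal effect; plate controls were no compound for no effect and no enzyme for full effect; nearly all actives have a fitted effect of over 20% in size; some results filed as inactive show a strong effect at the top dose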
Target sequence (P00811 whole entry, looked up): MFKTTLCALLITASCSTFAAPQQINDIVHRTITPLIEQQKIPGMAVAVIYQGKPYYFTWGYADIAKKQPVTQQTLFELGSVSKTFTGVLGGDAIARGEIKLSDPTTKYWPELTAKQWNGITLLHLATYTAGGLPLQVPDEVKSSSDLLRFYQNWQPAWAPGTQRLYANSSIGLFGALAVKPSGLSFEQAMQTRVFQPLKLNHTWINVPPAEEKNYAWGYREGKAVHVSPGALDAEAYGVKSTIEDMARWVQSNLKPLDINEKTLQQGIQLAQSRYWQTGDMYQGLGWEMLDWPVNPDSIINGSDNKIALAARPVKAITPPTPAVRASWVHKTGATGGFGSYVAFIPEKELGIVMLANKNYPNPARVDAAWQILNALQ
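20 mM phosphate pH 7.0 + 0.01% (detergent screen) or 0.0001% Triton X-100; 5.3 nM AmpC reagent; cpd preinc 15 min RT; nitrocefin (800 uM stock) to start; A480 q20 s × 4 min; Activity was normalised to no-enzyme and no-compound control wells.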
Pf growth 48h: inhibits P. falciparum growth in the first generation, 48 h. Potency, µM (series often up to 28.7 µM), for inactives: at the top dose activity change, negative = inhibition, hits mostly inhibitors. 5.9% of 310,000 active. P. falciparum luciferase growth in erythrocytes, 48 h. AID 504832; note: potency is the fitted concentration of half-maximal effect; % is set by controls: 0 for no effect and ±100 for the full control effect
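Firefly luciferase activity from engineered P. falciparum reports growth; inhibitors lower the luminescent signal. Cultures contained 2% hematocrit erythrocytes at 0.1% final parasitemia.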
* marks the source's active call; other numbers are inactive results; u = inconclusive; x = no result given; & = joins results of further samples; [ ] = another dose, or the depositor's remark. Unless noted, calls come from the whole dose curve; as a rule, active = well fitted curve in the direction sought with a large enough effect; inconclusive = small, poorly fitted or top-dose-only effect, or another doubt; inactive = no such curve, though single readings can be large; an effect the other way counts as inactive or inconclusive.

SMILES	LmPK inh	Tb PYK inh	Shiga inhibitor	Cycloheximide cs	Pf growth 96h	AmpC no deterg	Pf growth 48h
O=C1CC(N2CCC(O)(c3ccc(Br)cc3)CC2)C(=O)N1c1ccc(Cl)cc1 (centres undefined)	1%	-1%	16	-2	1%	24%	2%
N#Cc1ccccc1OCC(=O)NCc1ccccc1CN1CCCC1	x	0%	x	x	u	-11%	u
CC12CCC(=O)N1C(C(=O)Nc1ccc(Cl)c(Cl)c1)CS2 (centres undefined)	x	-4%	x	x	24%	-30%	u
CCOC(=O)C1CCN(C(=O)CN2C(=O)CSc3ccc(S(=O)(=O)N4CCOCC4)cc32)CC1	1%	-8%	-6	-3	58%[activator]	32%	u
CCOC(=O)C1CCN(C(=O)CSCc2nc(-c3ccc(OCC)cc3)oc2C)CC1	0%	1%	-4	15*	-2%	176%[activator]	u
Cc1nn(-c2ccccc2)c(Cl)c1/C=C1/C(=N)N2N=C(C(C)C)SC2=NC1=O	6%	-2%	-3	-1	-34%	-33%	u
CN(CCCC(=O)Nc1ccc(Br)cc1F)S(=O)(=O)c1ccccc1	6%	-2%	20	7	6.6µM*	-5%	-4%
CCCn1c(N)c(C(=O)CN(C)CC(=O)Nc2ccc(F)cc2)c(=O)[nH]c1=O	x	-3%	x	x	9%	-21%	6%
O=C(Nc1cc2c3c(c1)C1CCCC1CN3CC1CCCC21)c1ccccc1 (centres undefined)	3%	-1%	-19	-2	45%[activator]	-8%	13µM*
CCc1cccc(C)c1NC(=O)CSc1ncn[nH]1	0%	0%	4	0	9%	2%	x
O=C(Nc1ccccc1N1CCCCC1)c1ccc(N2C(=O)c3ccccc3C2=O)cc1	8%	6%	3	-2	20%	-24%	x
COc1ccc(S(=O)(=O)NCc2ccccn2)cc1Br	0%	0%	14	-1	-17%	2%	u
CCOC(=O)CNC(=O)CSc1nnc(NC(=O)c2ccc(S(=O)(=O)N3CCOCC3)cc2)s1	-4%	6%	-3	-5	32%[activator]	-11%	3%
CCc1ccc(C(=O)COC(=O)c2cc([N+](=O)[O-])ccc2NCCO)cc1	2%	-1%	25	13	u	1%	-8%
CC1CC(C)CN(CCCNS(=O)(=O)c2cc(Br)cc3c2N(C(=O)C2CC2)CC3)C1 (centres undefined)	4%	1%	30	-4	-7%	-13%	u
CCC(C)(C(=O)NC1CCCCC1)N(C(=O)C1CCC(=O)N1)c1ccc(C)cc1 (centres undefined)	-5%	-7%	-16	-3	69%[activator]	10%	15%
CCOC(=O)CSc1cc(-c2ccccc2)nc2ncnn12	6%	-1%	-5	-2	20%	-15%	31%[activator]
CC1CCCCN1CCNC(=O)c1cc2c(-c3ccccc3F)nn(C)c2s1 (centres undefined)	2%	4%	-11	-7	-20%	-14%	x
Cc1ccc(C)c(OCCC(=O)NNC(=O)c2ccccc2F)c1	x	1%	x	x	22%	91%[activator]	u
Cc1cccc(C(=O)N(Cc2nc3ccccc3c(=O)[nH]2)C2CCCC2)c1	6%	2%	-10	1	22%	0%	-29%
CC(=O)[C@@]1(O)CC[C@H]2[C@@H]3C[C@H](C)C4=CC(=O)CC[C@]4(C)[C@H]3CC[C@@]21C	4%	1%	6&-1	-3&6	u	22%	u
COc1ccc2cc(C(C)C(=O)N3CCC(C)CC3)ccc2c1 (centres undefined)	1%	-6%	34	-2	u	43%	u
NNC(=O)c1nc[nH]c1C(=O)Nc1ccc(Cl)cc1C(=O)c1ccccc1	-4%	-1%	-4	-4	u	-14%	10%
COc1ccc(C(OC(=O)c2ccco2)C(=O)NC2CCCC2)cc1 (centres undefined)	-5%	-1%	2	-2	3%	-12%	15%
CCOC(=O)c1c(C)[nH]c(C(=O)COC(=O)CNC(=O)C2CCCCC2)c1C	8%	1%	146*	34*	46%[activator]	-13%	53%[activator]
SMILES	LmPK inh	Tb PYK inh	Shiga inhibitor	Cycloheximide cs	Pf growth 96h	AmpC no deterg	Pf growth 48h
CCOC(=O)N1CCN(C(=O)C2CCCN(S(=O)(=O)c3cc(C)ccc3OC)C2)CC1 (centres undefined)	-13%	-7%	-5	-2	x	91%[activator]	u
CC(C)CCNC(=O)CCCOc1cc(=O)n(C)c2ccccc12	3%	2%	20	-1	-1%	42%	-15%
CCOc1ccccc1NS(=O)(=O)c1ccc2[nH]c(=O)ccc2c1	3%	5%	-6	1	u	-10%	-11%
COc1cc2nc(N3CCN(c4cc(C)ccc4C)CC3)nc(N)c2cc1OC	0%	-11%	-21	-15	0%	107%[activator]	1.9µM*
CCc1noc(C)c1C(=O)OCC(=O)N1CCc2ccccc21	x	5%	x	x	31%[activator]	-10%	12%
CCCC(=O)OC/C(O)=C(\C#N)c1nc2ccccc2[nH]1	-1%	-1%	5	-1	u	0%[2.29 µM]	-6%[5.75 µM]
Cn1cc(C(=O)N/N=C/c2ccc([N+](=O)[O-])cc2)c2ccccc21	5%	1%	-9	-3	4%	-32%	0%
CCCNC(=O)/C(=C/c1cn(S(=O)(=O)N(C)C)c2ccccc12)NC(=O)c1ccc(OC)cc1	4%	2%	-13	11	27%	78%[activator]	u
Cc1cccc(N2CCN(CC(=O)Nc3ccc(-n4cnnn4)cc3)CC2)c1C	-1%	1%	-8	-2	0%	-23%	-15%
Cc1nn(C(=O)c2ccccc2)c2c1C(=O)CC(C)(C)C2	-2%	-2%	11	-2	-7%	-23%	24%
CCOc1ccc(NC(=O)CCC(=O)Oc2ccc(C)cc2)cc1	-5%	-5%	22	13	-13%	-17%	7%
CCC(C)[C@H](Nc1nc(-c2ccccc2)nc2c1oc1ccccc12)C(=O)O (some centres undefined)	2%	1%	-18	-3	u	-34%	u
CN(C)c1oc(-c2ccccc2F)nc1C#N	0%	-2%	-11	-4	u	-17%	51%[activator]
CN(C)C(=S)Nc1cccc(F)c1	-5%	-4%	-19	-2	30%[activator]	-4%	41%[activator]
Cc1ccc(S(=O)(=O)Nc2cccc(C(=O)Nc3cc(C)ccn3)c2)cc1	1%	x	-4	-2	x	-25%	31%[activator]
COC(=O)c1cc(-c2cccc(OC)c2)on1	-3%	2%	9	-1	7%	-9%	49%[activator]
Cc1ccc(NC2=C([N+](=O)[O-])CS(=O)(=O)C2)cc1	-3%	0%	3	6	-14%	-25%	x
N#Cc1cnn(CC2CCCCC2)c1N	0%	-7%	-10	-2	-11%	-7%	45%[activator]
COc1ccccc1CC(=O)Nc1ncc(C)s1	-5%	-4%	17	1	0%	-10%	24%
COCCn1c(C)cc(C(=O)COC(=O)c2ccc(Cl)c(S(N)(=O)=O)c2)c1C	x	-3%	x	x	120%[activator]	-20%	-65%
Cn1c(N)c(C(=O)CSc2ncn[nH]2)c(=O)n(C)c1=O	-9%	-4%	-14	-2	14%	-8%	-14%
Cc1noc(NS(=O)(=O)c2ccc(N)cc2)c1C	3%	-3%&4%&3%	-9	-2	-27%&-11%	-19%	-9%&-15%
CC(C)(C)NC(=O)NC(=O)COC(=O)CNC(=O)c1cccc(F)c1	4%	3%	-14	-2	-1%	-2%	32%[activator]
Cc1ccc(C(=O)OCC(=O)NNC(=O)COc2ccc(Cl)cc2)c(O)c1	x	-7%	x	x	33%[activator]	-19%	-17%
CC(=O)c1cccc(NC(=O)CN(c2cccc(F)c2)S(C)(=O)=O)c1	1%	-3%	4	3	u	-6%	6%
SMILES	LmPK inh	Tb PYK inh	Shiga inhibitor	Cycloheximide cs	Pf growth 96h	AmpC no deterg	Pf growth 48h
O=C(COC(=O)c1ccc(Cl)cc1)NC1CCCCCC1	x	5%	x	x	11%	-10%	15%
Cc1cccc(N/C=C(\[N+](=O)[O-])S(=O)(=O)c2ccccc2)c1	0%	8%	-11	1	5%	-45%	16%
CCCCOc1ccc(CN2CCN(CCO)CC2)cc1	0%	-5%	24	29*	x	-5%	31%[activator]
Cc1cc(Cl)ccc1NC(=O)CN1CCCC1	-8%	0%	-4	3	-29%	-10%	-8%
O=C(CCCN1C(=O)c2ccccc2C1=O)Nc1ccccn1	-1%	4%	8	-2	49%[activator]	-7%	-6%
Cc1ccc(NS(=O)(=O)c2cc(NC(=O)C(C)Oc3ccccc3)ccc2C)c(C)c1 (centres undefined)	2%	-16%	7	-1	u	-25%	u
Cc1cc(C)nc(NC(=O)c2c(C(=O)O)noc2C)n1	-3%	-4%	1	-3	4%	-18%	22%
N#Cc1ccc(-c2c(-c3ccccc3)ncc3cc(F)ccc23)cc1	x	2%	x	x	u	-28%	u
COc1ccc(-c2cn3cc(C)ccc3n2)cc1Br	-19%	-5%	59*	40*	-6%	12%	159%[activator]
Cc1nc(Oc2ccc(S(=O)(=O)N3CCOCC3)cc2Cl)c2c3c(sc2n1)CCCC3	2%	-10%	-7	-1	13µM*	-8%	u
CCCCCCn1c(CN2CCN(C(=O)c3ccco3)CC2)nc2c1c(=O)n(C)c(=O)n2C	9%	3%	-10	-3	u	62%[activator]	u
O=C(Cc1ccccc1)NNC(=O)Nc1ccc(Cl)c(Cl)c1	0%	-8%	-12	-2	29%	-19%	20%

An excerpt from above in order of SMILES length, smallest number first.
SMILES	LmPK inh	Tb PYK inh	Shiga inhibitor	Cycloheximide cs	Pf growth 96h	AmpC no deterg	Pf growth 48h
Cc1cc(Cl)ccc1NC(=O)CN1CCCC1	-8%	0%	-4	3	-29%	-10%	-8%
CCCCOc1ccc(CN2CCN(CCO)CC2)cc1	0%	-5%	24	29*	x	-5%	31%[activator]
COc1ccc(-c2cn3cc(C)ccc3n2)cc1Br	-19%	-5%	59*	40*	-6%	12%	159%[activator]
Cc1noc(NS(=O)(=O)c2ccc(N)cc2)c1C	3%	-3%&4%&3%	-9	-2	-27%&-11%	-19%	-9%&-15%
O=C(COC(=O)c1ccc(Cl)cc1)NC1CCCCCC1	x	5%	x	x	11%	-10%	15%
Cc1cc(C)nc(NC(=O)c2c(C(=O)O)noc2C)n1	-3%	-4%	1	-3	4%	-18%	22%
O=C(Cc1ccccc1)NNC(=O)Nc1ccc(Cl)c(Cl)c1	0%	-8%	-12	-2	29%	-19%	20%
N#Cc1ccc(-c2c(-c3ccccc3)ncc3cc(F)ccc23)cc1	x	2%	x	x	u	-28%	u
CC(C)(C)NC(=O)NC(=O)COC(=O)CNC(=O)c1cccc(F)c1	4%	3%	-14	-2	-1%	-2%	32%[activator]
CC(=O)c1cccc(NC(=O)CN(c2cccc(F)c2)S(C)(=O)=O)c1	1%	-3%	4	3	u	-6%	6%
Cc1cccc(N/C=C(\[N+](=O)[O-])S(=O)(=O)c2ccccc2)c1	0%	8%	-11	1	5%	-45%	16%
Cc1ccc(NS(=O)(=O)c2cc(NC(=O)C(C)Oc3ccccc3)ccc2C)c(C)c1 (centres undefined)	2%	-16%	7	-1	u	-25%	u
CCCCCCn1c(CN2CCN(C(=O)c3ccco3)CC2)nc2c1c(=O)n(C)c(=O)n2C	9%	3%	-10	-3	u	62%[activator]	u
